# Screens: PubChem BioAssay, several laboratories
# NR2F2 inh – NR2F2 transcriptional activity inhibitors, primary screen, cell-based, luciferase reporter, HEK293T, luminescence. AID 686940, 2013. actives 0.7% (n = 370,000). HEK293T NGFI-A luciferase reporter. COUP transcription factor 2 (Homo sapiens), P24468. inhibition, % at 8.6 µM;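 active = inhibition above a per-plate cutoff, mean inhibition of test wells between control levels plus 3 SD, cut at about 38% in these data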;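 also: cells cotransfected with COUP-TFII expression vector driving the NGFI-A reporter; 0% = median of COUP-TF2 test wells and 100% = reporter-only cells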
# LMP1 NFkB inh – EBV LMP1-driven NF-kappaB luciferase reporter inhibitors, primary screen, cell-based, luminescence, single point. LMP1-induced NF-kappaB luciferase reporter cells. inhibition, % at 12.5 µM. actives 0.69% (n = 350,000); in the data active = inhibition above about 41%;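 also: 0% = neutral control wells and 100% = reference inhibitor control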
# TWEAK Fn14 block – inhibitors of TWEAK-Fn14 signaling, primary screen, luciferase reporter cells, uHTS; AID 1159606, 2016; TWEAK-stimulated Fn14 reporter cells, luciferase luminescence, 8 h; actives 2% (n = 360,000); inhibition, % at 10 µM; in the data active = inhibition above about 50%
# CF NFkB block – inhibitors of PAF-induced NF-kB signaling, primary screen, cell-based, GFP fluorescence, uHTS; KKLEB NF-kB-GFP reporter, GFP fluorescence overnight; inhibition, % at 5 µM; actives 0.86% (n = 360,000);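 active = at least 50% inhibition at 5 µM, scaled per plate between neutral and stimulator controls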;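 also: PAF is a Pseudomonas aeruginosa culture filtrate used as stimulus; plate controls were PAF-stimulated DMSO wells for no effect and unstimulated DMSO wells for full effect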
# TROY signal inh – inhibitors of TROY-driven NF-kB signaling, primary screen, Q293 LMP1-TROYcd cells, NF-kB luciferase, uHTS; Q293 LMP1-TROYcd NF-kB luciferase reporter, 4 h; inhibition, % at 10 µM; actives 0.98% (n = 360,000);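 active = compounds whose plate-normalised and pattern-corrected inhibition of the luciferase reporter signal at the single screening dose is 50% or more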
# Shn3 3UTR inh – reduction of Shn3 3'UTR firefly luciferase signal, primary screen, Schnurri-3 inhibitor project, cell-based, Clone20 osteoblasts, set 2; inhibition, % at 12.5 µM; actives 0.52% (n = 360,000); AID 588674, 2011; Clone20 osteoblast Shn3 3'UTR firefly luciferase, 24 h;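 active = mean inhibition of at least 75% with every replicate also reaching 75%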;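 also: 0% = median of neutral control wells and 100% = pilot-screen positive control compound; some compounds past the cut are filed as inactive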
# KKLEB cytotox – cytotoxicity in KKLEB CF airway cells, primary screen, cytotoxicity control for CF NF-kB inhibitor project, cell-based, uHTS, fluorescence assay plates; actives 0.36% (n = 360,000); activity change (cytotoxicity), % at 5 µM; KKLEB CF airway cells viability, ATPlite luminescence, overnight; active compounds read low; cells stimulated with P. aeruginosa culture filtrate;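 active = corrected activity change at or below -50% at 5 µM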
# SRC1 inh – SRC1 coactivator transcriptional activity inhibitors, primary screen, cell-based, luminescence | HEK293 GAL4-SRC1 luciferase reporter | actives 0.12% (n = 360,000) | inhibition, % at 3.6 µM | AID 588354, 2011;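 active = inhibition above the campaign mean plus 3 SD, with each screening campaign given its own cutoff, cut at about 60% in these data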;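 also: 0% = DMSO treated cells and 100% = gossypol at 36 µM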
# Target sequence (Q15788 whole entry, looked up, the tested form may be a part): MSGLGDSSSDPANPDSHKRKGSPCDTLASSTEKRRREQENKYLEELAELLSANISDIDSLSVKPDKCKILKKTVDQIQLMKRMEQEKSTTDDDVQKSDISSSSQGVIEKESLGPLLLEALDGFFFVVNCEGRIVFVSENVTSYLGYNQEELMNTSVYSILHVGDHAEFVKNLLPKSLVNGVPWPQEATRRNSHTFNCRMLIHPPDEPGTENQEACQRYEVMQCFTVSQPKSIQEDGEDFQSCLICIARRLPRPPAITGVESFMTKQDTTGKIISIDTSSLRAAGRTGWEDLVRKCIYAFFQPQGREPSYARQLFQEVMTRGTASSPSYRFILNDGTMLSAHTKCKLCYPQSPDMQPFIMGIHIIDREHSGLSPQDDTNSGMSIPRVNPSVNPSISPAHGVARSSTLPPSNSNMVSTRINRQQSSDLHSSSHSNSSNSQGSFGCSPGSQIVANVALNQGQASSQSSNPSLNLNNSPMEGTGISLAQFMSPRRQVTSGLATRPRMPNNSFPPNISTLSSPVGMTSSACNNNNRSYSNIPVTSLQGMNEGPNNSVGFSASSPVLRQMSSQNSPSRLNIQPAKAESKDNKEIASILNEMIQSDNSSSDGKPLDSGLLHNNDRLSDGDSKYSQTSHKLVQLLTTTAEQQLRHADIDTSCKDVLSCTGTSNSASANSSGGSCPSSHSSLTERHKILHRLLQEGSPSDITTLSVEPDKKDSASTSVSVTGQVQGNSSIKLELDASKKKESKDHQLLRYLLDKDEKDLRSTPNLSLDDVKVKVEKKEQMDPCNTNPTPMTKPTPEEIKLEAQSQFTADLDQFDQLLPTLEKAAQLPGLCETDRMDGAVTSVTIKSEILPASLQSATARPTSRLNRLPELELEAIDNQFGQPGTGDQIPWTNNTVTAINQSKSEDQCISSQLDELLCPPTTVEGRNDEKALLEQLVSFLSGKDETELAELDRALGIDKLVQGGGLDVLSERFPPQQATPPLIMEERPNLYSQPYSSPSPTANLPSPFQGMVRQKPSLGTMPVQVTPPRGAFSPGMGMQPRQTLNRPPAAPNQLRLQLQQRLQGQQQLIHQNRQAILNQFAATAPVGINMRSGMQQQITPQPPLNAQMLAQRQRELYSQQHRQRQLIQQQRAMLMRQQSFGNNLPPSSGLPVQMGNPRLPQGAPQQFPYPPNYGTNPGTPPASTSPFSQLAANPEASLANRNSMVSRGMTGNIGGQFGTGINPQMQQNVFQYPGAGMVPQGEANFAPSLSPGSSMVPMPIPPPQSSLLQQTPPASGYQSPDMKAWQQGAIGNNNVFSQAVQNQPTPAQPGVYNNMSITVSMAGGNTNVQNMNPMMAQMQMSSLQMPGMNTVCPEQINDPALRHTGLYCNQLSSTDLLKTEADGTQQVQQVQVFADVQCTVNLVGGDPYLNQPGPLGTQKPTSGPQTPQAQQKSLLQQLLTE
# TRAIL sens C8 – viability loss with TRAIL in NB7+C8 cells, primary screen, TRAIL sensitizer project, cell-based, ATPlite luminescence | inhibition (viability loss, TRAIL sensitization), % at 10 µM | actives 1% (n = 360,000) | AID 624354, 2012;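 active = compounds causing at least 50% loss of cell viability in the single-dose screen, relative to plate controls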
# SRC3 inh – SRC3 coactivator transcriptional activity inhibitors, primary screen, cell-based, luminescence; Nuclear receptor coactivator 3 (Homo sapiens), Q9Y6Q9; HEK293 GAL4-SRC3 luciferase reporter; inhibition, % at 3.6 µM; actives 0.17% (n = 360,000);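 active = inhibition above a per-campaign cutoff, the mean of all compounds plus 3 SD, cut at about 60% in these data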;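 also: 0% = DMSO-treated cells and 100% = gossypol-treated cells at 36 µM; higher means less SRC3-driven luciferase light from the GAL4 reporter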
# LRH-1 inv ag – LRH-1 (NR5A2) inverse agonists, primary screen, cell-based, luminescence, HEK293T, StAR-luciferase reporter; inhibition, % at 3.6 µM; LRH-1 transfected, 24 h; actives 0.13% (n = 360,000);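 active = inhibition above the mean inhibition of all tested compounds plus 3 SD, cut at about 73% in these data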;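 also: 0% = DMSO wells and 100% = reporter-only cells lacking LRH-1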
# An asterisk follows results filed as active; . = not tested or not shown; & = joins results of further samples; ! = not confirmed by another sample. This is a subset, so the mix of outcomes need not match the whole.
SMILES,NR2F2 inh,LMP1 NFkB inh,TWEAK Fn14 block,CF NFkB block,TROY signal inh,Shn3 3UTR inh,KKLEB cytotox,SRC1 inh,TRAIL sens C8,SRC3 inh,LRH-1 inv ag
COc1ccc(S(=O)(=O)N2C(=O)/C(=C3\SC(N)=NC3=O)c3ccccc32)cc1,12.4,1.4,4.1,19.2,10.7,-1.3,-8.7,-17.4,7.8,1.1,-2.4
Cc1ccc(-c2nc(C#N)c(NCCc3ccccn3)o2)cc1,-9.8,-30.2,-6.4,2.5,-45.9,-51.7,-9.5,-59.7,-10.7,-38.2,-31.9
O=C(NCc1ccc(Cl)cc1)c1cc2ccccc2oc1=O,-27.5,-9.6,-27.9,-13.9,-27.2,-4.5,3.8,-13.2,4.6,-1.0,17.2
Cc1ccc(Cn2c(C)c3cnn(CC(=O)NCCN4CCOCC4)c(=O)c3c2C)cc1,-3.3,4.0,-1.2,-0.6,11.5,-18.7,-9.4,-0.9,-4.4,-3.7,-0.3
CCNC(=O)CC1C(=O)N(c2ccc(C)cc2)C(=O)N1CCOC (stereo not drawn),8.1,1.0,14.8,14.9,1.0,21.2,0.9,-12.1,4.9,-21.5,15.9
C=CCN=c1scc(-c2ccccc2)n1/N=C/c1ccccn1,-99.7&-62.1,6.4&-6.8,-2.5&-0.1,-12.4&-15.8,-6.2&11.4,39.6&19.0,-25.2&2.0,-91.2&-90.0,53.3*!,-174.8&-167.3,-208.9&-114.3
Cc1cc(C)n2c(Nc3ccc4c(c3)OCCO4)c(-c3cc4ccccc4o3)nc2n1,51.3*,.,96.7*,.,85.5*,.,.,.,15.9,.,42.6
COc1ccc(C2CC(C(F)(F)F)n3nc(CO)c(Cl)c3N2)cc1OC (stereo not drawn),-15.0,-3.3,-13.4,14.2,-8.7,-4.6,-6.1,8.4,-1.6,1.1,15.4
O=C(c1ccoc1)N1CCC2(CC1)Oc1ccc(Cl)cc1C(=O)C21CC(c2cccnc2)=NO1 (stereo not drawn),-16.6,-0.6,-20.8,28.7,3.6,-28.3,-17.8,5.8,8.9,-0.4,-19.8
COc1ccc(OC)c(CNS(=O)(=O)c2cn(C)cn2)c1,-11.3,-1.2,-3.4,-6.2,-7.4,-15.9,4.1,-9.9,-5.0,-35.0,5.8

# Rewritten as labelled records: part of the list above.
O=C(NCc1ccc(Cl)cc1)c1cc2ccccc2oc1=O
  NR2F2 inh: -27.5	LMP1 NFkB inh: -9.6	TWEAK Fn14 block: -27.9	CF NFkB block: -13.9	TROY signal inh: -27.2	Shn3 3UTR inh: -4.5	KKLEB cytotox: 3.8	SRC1 inh: -13.2	TRAIL sens C8: 4.6	SRC3 inh: -1.0	LRH-1 inv ag: 17.2
Cc1ccc(Cn2c(C)c3cnn(CC(=O)NCCN4CCOCC4)c(=O)c3c2C)cc1
  NR2F2 inh: -3.3	LMP1 NFkB inh: 4.0	TWEAK Fn14 block: -1.2	CF NFkB block: -0.6	TROY signal inh: 11.5	Shn3 3UTR inh: -18.7	KKLEB cytotox: -9.4	SRC1 inh: -0.9	TRAIL sens C8: -4.4	SRC3 inh: -3.7	LRH-1 inv ag: -0.3

# Other compounds:
SMILES,NR2F2 inh,LMP1 NFkB inh,TWEAK Fn14 block,CF NFkB block,TROY signal inh,Shn3 3UTR inh,KKLEB cytotox,SRC1 inh,TRAIL sens C8,SRC3 inh,LRH-1 inv ag
COc1cccc(C(=O)c2ccccc2NC(C)=O)c1,-2.1,-4.4,3.3,-11.5,-11.6,-19.6,6.8,-8.4,4.2,-1.3,-23.4
CCN(CC(=O)Nc1ccc(NC(C)=O)cc1)C(=O)c1ccc(=O)n(C)n1,-5.7,-16.8,-5.3,-6.8,-10.4,14.2,18.1,-8.8,13.0,4.8,0.0
Cc1ccc2oc(C(=O)NCc3ncc(C)[nH]3)c(C)c2c1,-6.8,-14.6,11.8,9.4,-5.3,-0.6,-10.8,15.9,21.0,12.3,5.5
O=C(CSCC(=O)Nc1nc(-c2ccc3c(c2)OCO3)cs1)Nc1nccs1,-47.2,85.3*,46.5,6.1,24.9,11.0,-8.6,-22.1,18.3,-34.0,-28.8
CC(C)C(=O)Nc1cccc(C(=O)Nc2nncs2)c1,-4.4,-0.6,-7.2,-7.7,-44.2,-5.8,3.6,-9.0,-1.5,-10.2,5.7
OCC1CCCN(C(=S)Nc2ccc(OC(F)F)cc2)C1 (stereo not drawn),-17.6,-9.1,1.5,2.3,-14.1,-66.2,5.5,-27.9,4.1,-17.6,-39.3
CC1=C(C(=O)N2CCOCC2)CC(CC(=O)NC2CC2)C(=O)N1Cc1ccccc1 (stereo not drawn),-12.6,6.9,-8.8,23.4,-2.1,-3.4,1.2,-1.6,9.4,23.0,22.9
COc1ccc(CCNC(=O)c2cc(Cl)nc3ccccc23)cc1,15.7,0.6,-2.8,-28.0,-2.9,-7.4,17.6,-5.2,2.1,-4.0,2.5
O=C(CSc1nnc(-c2ccco2)n1-c1ccccc1Cl)Nc1cccc(C(=O)O)c1,13.6,-1.7,-3.4,-6.2,0.2,-37.7,10.2,3.4,-10.1,9.1,-27.1
O=C(NCc1ccccc1)c1cccc(S(=O)(=O)N2CCCCC2)c1,10.8,-6.4,7.2,-6.5,9.0,12.3,6.4,4.5,-6.5,-1.2,-14.4
Oc1oc(-c2ccccc2)nc1C=Nc1cccc2ccccc12,10.3,-23.7,1.4,0.8,-10.1,-18.5,-11.8,12.5,-1.2,7.1,-11.0
COc1ccc(OC)c(C2=NS(=O)(=O)N(C)C(C(=O)N3CCC4(CC3)OCCO4)=C2)c1,3.2,-2.4,-27.1,1.5,12.3,-3.6,0.8,17.4,5.5,-9.9,7.2
CCC(C)NS(=O)(=O)c1ccc(N)cc1 (stereo not drawn),-3.4,-2.9,15.1,-7.7,-10.1,10.9,5.0,-14.8,30.1,14.3,-8.1
COC(=O)c1ccc(Cl)c(-c2ccc(/C=N/NC(=O)Nc3ccccc3)o2)c1,-1.7,-13.0,-15.5,2.7,-16.7,7.4,-11.7,-5.7,8.3,-1.1,11.0
CCN(CC)S(=O)(=O)c1cccc(-c2cn3cccnc3n2)c1,17.8,-6.7,-6.0,8.4,-22.9,4.3,-8.1,6.9,6.0,2.4,-21.1
CCN1CCSc2ccc(C(=O)NCc3ccccc3C)cc21,15.8,-2.0,-11.3,2.9,1.8,4.7,-12.3,22.9,-10.4,-3.1,-9.8
CCn1c2ccccc2c2nnc(SCC(=O)c3ccccc3)nc21,-12.8,6.6,9.3,4.5,-2.6,12.5,-5.1,-13.2,2.8,-35.6,-3.5
CCCCS(=O)(=O)N1CCCC(C(=O)Oc2ccccc2OC)C1 (stereo not drawn),22.1,-6.2,-10.3,7.4,-11.8,1.5,-11.6,-1.2,-2.3,3.2,-2.4
CC(C)(C)c1ccc(OCCON2C(=O)CCC2=O)c(Cl)c1,-5.9,3.1,3.7,13.2,-74.5,-10.6,-7.0,-24.1,0.0,-17.2,-8.5
CCc1nccn1CCC(=O)N1CCCC(N2CCN(c3ccccc3F)CC2)C1 (stereo not drawn),5.9,-1.2,-3.5,3.7,-19.0,15.8,-5.2,-4.9,19.1,16.5,-2.7
NS(=O)(=O)c1cc(C(=O)OCC(=O)Nc2ccccc2[N+](=O)[O-])ccc1Cl,12.3,4.6,-14.7,-0.3,-9.7,-17.1,-2.2,-16.9,-5.1,-9.5,4.3
COc1ccc(-c2cc(C(F)(F)F)nc(S(C)(=O)=O)n2)cc1,-51.3,7.4,53.4*,73.6*,47.2,94.7*,-37.3,-30.7,-9.1,-21.9,-15.2
NC(=O)c1nn2c(C(F)(F)F)cc(-c3ccccc3)nc2c1Br,3.5,1.4,-5.8,4.1,-15.1,-71.9,-2.2,1.0,-14.8,-1.3,7.6
COc1ccc(Cl)cc1NC(=O)COC(=O)C1CC1,-12.0,4.7,-10.3,-7.5,-17.7,4.3,-0.5,4.2,-5.9,17.0,-12.4
CC(C(=O)Nc1ccc(F)cc1Cl)N(C)CCOc1ccccc1 (stereo not drawn),6.2,4.7,0.2,10.5,1.8,-23.2,-23.4,14.7,-20.0,-3.2,-9.1
Cc1cccc(-c2cc3c(nn2)-c2ccccc2C3=O)c1,-14.2,-1.4,50.3*,-7.7,-41.6,-2.9,0.0,-71.8,44.7,-82.3,-86.0
CC(=O)Nc1cccc(-c2ccnc3c2CC(C(=O)NCCc2ccccc2)O3)c1 (stereo not drawn),4.9,.,26.9,21.7,15.4,0.3,-15.5,12.5,-12.2,3.1,15.4
Cc1nc(-c2cn[nH]c2-c2ccc(O)cc2O)cs1,3.3,5.3,-7.4,-4.9,-23.9,-18.5,9.8,-20.3,-6.5,2.3,-7.3
CC1CN(S(=O)(=O)c2cccc(C(=O)OCC(=O)Nc3ccc4c(c3)OCO4)c2)CC(C)O1 (stereo not drawn),-9.7,-8.2,-11.6,-15.7,6.2,4.6,1.8,-1.5,-6.1,-2.4,34.4
CN(CC(=O)Nc1ccccc1Cl)C(=O)COC(=O)c1ccc(S(=O)(=O)C(F)F)cc1,12.2,-5.4,4.5,14.1,-7.5,-2.8,-15.9,-3.9,1.5,-1.5,5.5
COc1ccc(CCNC(=O)CC2Nc3cc(C)c(C)cc3NC2=O)cc1OC (stereo not drawn),1.0,3.9,-1.4,-12.6,17.8,-10.5,0.8,0.7,1.7,4.9,23.4
CC(O)CNCCCOc1ccc(Cl)cc1C(C)(C)C (stereo not drawn),-23.7,6.0,-22.1,10.3,-9.0,-12.4,-10.8,-2.5,6.8,3.1,-1.2
O=C(Nc1cccc([N+](=O)[O-])c1)c1ccc([N+](=O)[O-])o1,-8.0,-12.5,22.2,70.0*,0.5,43.7,-8.7,-5.6,45.3,0.1,50.4
CCC(C(=O)NC1CC1)n1nc(C)c2c(C)n(-c3ccccc3)nc2c1=O (stereo not drawn),5.7,-5.5,4.6,2.8,4.5,10.3,2.9,11.4,-2.8,1.4,-1.0
Cc1cccc(CNC(=O)C2CCC(=O)N(Cc3ccccc3F)C2)n1 (stereo not drawn),-1.9,1.0,24.8,8.2,-7.3,-1.9,5.0,-5.3,1.4,-1.7,9.7
Cc1sc2ncnc(SCC(=O)NC3CCS(=O)(=O)C3)c2c1C (stereo not drawn),-12.2,-0.2,-1.0,2.5,-5.5,-7.0,4.6,6.5,23.7,-11.6,-10.8
CC(=O)c1ccc(C(C)(C)c2ccc(C(C)=O)s2)s1,-2.3,1.2,9.5,-1.7,-11.2,22.5,1.9,-4.5,2.9,-5.2,4.0
CC(C)Cc1nnc(NC(=O)CCC(=O)N2CCOCC2)s1,3.6,8.0,3.3,9.8,3.8,0.0,-23.5,-6.9,-6.6,0.6,3.0
O=C(/C=N/O)Nc1ccc(F)cc1,-19.2,-4.7,-11.0,1.3,6.3,-12.6,-13.1,-18.4,-1.4,-11.0,0.1
